GSK3B inh: inhibitors of human GSK3beta kinase. AID 2097. GST-GSK3beta kinase, ADP-Glo luminescence, 60 min; hits give low values. P49841. activity score (negative = inhibition), % at 10 µM. 300,000 tested, 0.038% active;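 active = more than half of replicate wells score below -50%, meaning over 50% inhibition versus plate controls; inconclusive = some replicates but at most half score below -50%; inactive = no replicate scores below -50%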;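 note: 0% = median DMSO wells and -100% = median GW8510 positive control wells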
Target sequence (P49841 whole entry, looked up): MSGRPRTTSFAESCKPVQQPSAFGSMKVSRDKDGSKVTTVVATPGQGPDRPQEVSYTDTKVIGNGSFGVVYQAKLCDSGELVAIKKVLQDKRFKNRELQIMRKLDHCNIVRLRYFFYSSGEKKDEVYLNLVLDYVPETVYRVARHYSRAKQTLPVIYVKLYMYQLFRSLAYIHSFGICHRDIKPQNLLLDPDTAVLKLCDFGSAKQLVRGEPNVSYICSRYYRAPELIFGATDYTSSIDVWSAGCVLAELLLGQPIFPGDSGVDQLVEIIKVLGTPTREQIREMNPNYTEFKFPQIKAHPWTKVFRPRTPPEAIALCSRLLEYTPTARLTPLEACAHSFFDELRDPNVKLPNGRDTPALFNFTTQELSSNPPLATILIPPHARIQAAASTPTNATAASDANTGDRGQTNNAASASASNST
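Test system – GST-tagged human GSK3beta kinase, cell-free · Incubation – 60 min enzyme reaction, room temperature · Signal – ADP-Glo luminescence · Also added – peptide substrate and ATP at 25 µM · Controls – DMSO neutral wells and GW8510 at 20 µM as positive · Buffer or medium – Tris/MgCl2 kinase buffer · Measure – Luminescence-derived activity versus plate DMSO and GW8510 wells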
HSP90 inh: HSP90 refolding inhibition in rabbit reticulocyte lysate. luciferase refolding luminescence, 3 h. 290,000 tested, 0.91% active. inhibition, % at 5.6 µM;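 active = inhibition above the screen-wide mean plus 3 SD, computed separately per campaign, cut at about 16% in these data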;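 note: 0% = DMSO wells and 100% = 60 µM geldanamycin wells; inhibitors lower the luminescence because luciferase stays unfolded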
Dyrk1A ADPGlo: inhibitors of rat Dyrk1A kinase; Q63470; ADP-Glo luminescence, NFATc1 peptide; inhibition, % at 12.5 µM; 310,000 tested, 0.43% active; AID 504441; in the data active = inhibition above about 50%;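 note: plate controls were vehicle with enzyme for no effect and no enzyme for full effect; many of its hits are not listed in these tables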
Platelet DG rel: platelet dense granule release activity; 300,000 tested, 0.22% active; human platelet-rich plasma, SFLLRN dense granule ATP release, luminescence; inhibition, %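 (compounds screened at 7.5 µM in platelet-rich plasma)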; AID 1663;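 active = mean replicate score, as percent of positive control, at or above 50; inconclusive = mean below 50 but at least one replicate at or above 50; inactive = mean and every replicate below 50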
HSF-1 act: increases HSF-1 driven luciferase reporter signal; NIH3T3-HGL HSF-1 luciferase reporter, MG132, 8 h; 100% = twice DMSO control signal; activation, % at 9 µM; 300,000 tested, 1.7% active; AID 504408;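 active = mean replicate activation of at least 50% with a set share of replicates each reaching 50%; inconclusive = only one of those two conditions met; inactive = mean below 50% and too few replicates reaching it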;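 note: 0% = median of the neutral control wells and 100% = twice that signal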
AI-2 QS mod: modulates the Vibrio harveyi AI-2 quorum sensing system; Vibrio harveyi JMH597 AI-2 luminescence/OD600 ratio, 9 h; hits give low values; strain lacks LuxN and CqsS sensors; 0 = neutral-control median; activity change, % at 7.5 µM; 300,000 tested, 0.4% active; AID 2094; in the data active = activity change below about -75%, passing the limit was not always enough; inconclusive = no clear call, values can overlap the other calls;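 note: luminescence divided by OD600 gain over 9 h not by final OD600 alone; inactives centre near 13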
HDAC3 inhib: human HDAC3 inhibition. 320,000 tested, 0.15% active. inhibition, % at 8.3 µM. recombinant HDAC3, fluorogenic peptide/trypsin coupled, fluorescence. AID 2718; in the data active = inhibition above about 26%, passing the limit was not always enough; inconclusive = no clear call, values can overlap the other calls
Target sequence (O15379 whole entry, looked up): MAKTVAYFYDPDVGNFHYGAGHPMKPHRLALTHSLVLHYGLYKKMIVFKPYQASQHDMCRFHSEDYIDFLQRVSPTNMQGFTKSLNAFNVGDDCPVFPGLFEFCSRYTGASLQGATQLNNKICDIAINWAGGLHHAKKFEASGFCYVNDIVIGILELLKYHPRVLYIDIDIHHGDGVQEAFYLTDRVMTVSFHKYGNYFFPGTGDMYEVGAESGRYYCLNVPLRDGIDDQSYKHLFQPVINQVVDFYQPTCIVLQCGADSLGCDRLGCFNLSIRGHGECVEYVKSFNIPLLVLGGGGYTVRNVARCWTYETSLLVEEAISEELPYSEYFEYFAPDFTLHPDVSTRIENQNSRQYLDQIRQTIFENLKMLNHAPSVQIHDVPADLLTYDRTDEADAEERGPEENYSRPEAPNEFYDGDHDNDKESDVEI
GSK3A inh: human GSK-3 alpha kinase inhibition; ADP-Glo luminescence, 60 min; 320,000 tested, 0.1% active; inhibition, % at 10 µM;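 in the data active = inhibition above about 50%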;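 note: GST-tagged GSK-3 alpha with peptide substrate and 25 µM ATP; 0% = DMSO neutral wells and 100% = GW8510 positive control wells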
PolyA inh: yeast polyadenylation inhibition. S. cerevisiae SKY197-pL101 polyadenylation reporter, beta-gal luminescence; efflux-impaired pdr1/pdr3 knockout yeast; score 100 = 6 SD above DMSO. calls only at 12 µM. 300,000 tested, 0.02% active. AID 1875;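 active = lowest replicate activity score at least 50, where 100 means six control SD above control mean; inconclusive = lowest score under 50 but half or more replicates reach 50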;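 note: yeast exposed to compound for 9 h at 30 °C; higher score means more reporter readthrough which indicates perturbed polyadenylation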
HSF1 inhib: HSF1 inhibition. activity change, negative = inhibition, % at 7.5 µM (by protocol). 300,000 tested, 0.77% active. AID 2098. NIH3T3-HGL HSE-luciferase, MG132-induced, luminescence 8 h; hits give low values;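 active = more than half of replicate wells show activity change below -50%, luminescence cut by over half; inconclusive = some wells, but at most half, below -50%; inactive = no replicate well below -50%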;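 note: luciferase reports HSF-1 transcriptional activity via heat shock element; 0% = median of DMSO wells and -100% = zero luminescence signal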
* marks the source's active call; other numbers are inactive results; i = inactive; ? = inconclusive; . = not tested or not shown. Only part of the results is shown (hit frequency here may not be typical).

(1) CCCCc1cc(=O)oc2cc(OCC(=O)NC(Cc3c[nH]c4ccc(O)cc34)C(=O)O)ccc12 (stereo not drawn)
(2) Cc1c(NC2=CC(=O)CCC2)c(=O)n(-c2ccccc2)n1C
(3) Cc1ccc(C(=O)Nc2ccc(C(=O)O)cc2)cc1S(=O)(=O)NCc1ccccc1
(4) CCOc1ccccc1CNCCNC(=O)c1nonc1N
(5) Cc1ccc(S(=O)(=O)NCCC(=O)NC2CC2)cc1
(6) CCOC(=O)N1CCN(C(=O)CNS(=O)(=O)c2cccs2)CC1
(7) O=C1Nc2ccccc2N(O)N1c1ccc(Cl)c(Cl)c1
(8) Cc1ccc(/C=N/NC(=O)C(=O)N/N=C/c2ccc(C)o2)o1
Assay by compound,1,2,3,4,5,6,7,8
GSK3B inh,1,1,3,-2,7,0,0,0
HSP90 inh,-8,2,-1,16*,-5,-3,1,-3
Dyrk1A ADPGlo,2,-10,-4,-1,-6,-5,1,.
Platelet DG rel,1,8,5,6,10,1,-5,-10
HSF-1 act,-8,7,42,1,-4,-9,18,-48
AI-2 QS mod,31,27,15,34,17,22,28,28
HDAC3 inhib,2,-3,1,-4,8,-4,-1,-3
GSK3A inh,1,-4,-1,-2,-10,-4,-1,-1
PolyA inh,i,i,i,i,i,i,i,i
HSF1 inhib,-2,-3,7,0,-2,-5,-11,-39

(9) CSc1ccc(CN(C)C(=O)c2cc3ccccc3o2)cc1
(10) Cc1c(C(=O)OCCOc2ccc(Br)cc2)sc(=S)n1C
(11) COC(=O)c1sc2cc(=O)n(-c3cccc(C(F)(F)F)c3)nc2c1O
(12) COc1cc2c(cc1OC)CN(C(=O)c1sc(-c3cnccn3)nc1C)CC2
(13) Cc1c(NC(=O)c2cc(=O)[nH]c(=O)[nH]2)c(=O)n(-c2ccccc2)n1C
(14) O=C(CN1C(=O)NC2(CCCC2)C1=O)Nc1ccc(S(=O)(=O)N2CCOCC2)cc1
(15) COc1ccc2oc3ccccc3c(=O)c2c1
(16) COC(=O)c1c(CSc2ccc(C)c(C)c2)noc1C(=O)NCc1ccc(OC)cc1
Assay by compound,9,10,11,12,13,14,15,16
GSK3B inh,2,-14,1,-2,-1,0,-8,6
HSP90 inh,2,-2,0,3,3,1,2,3
Dyrk1A ADPGlo,5,-1,-3,1,-3,-3,10,2
Platelet DG rel,-3,9,7,.,3,-5,-1,-1
HSF-1 act,45,-11,0,.,2,12,16,9
AI-2 QS mod,-10,3,16,18,5,3,-7,13
HDAC3 inhib,0,2,5,7,0,6,-5,11
GSK3A inh,1,-3,-1,0,4,-2,0,0
PolyA inh,i,i,i,i,i,i,i,i
HSF1 inhib,14,-2,-3,.,-11,1,5,9

(17) Cc1ccc(NC(=O)C(C)Sc2nc(=O)cc(N)n2-c2ccccc2)cc1 (stereo not drawn)
(18) Cc1cc(N2CCN(C)CC2)ccc1NC(=O)c1c2c(nc3ccccc13)CCN(Cc1ccccc1)C2
(19) COc1ccc(S(=O)(=O)N(CC(=O)Nc2cc(C)on2)Cc2ccccc2)cc1
(20) O=C(NCc1ccccc1)c1cc(=O)[nH]c2ccccc12
(21) COc1cc(C(=O)OCC(=O)Nc2sccc2C(N)=O)cc(OC)c1OC
(22) CC(C)N=Cc1c(O)[nH]c2ccccc12
(23) Cc1cc(=O)[nH]c(SCCCOc2ccc(F)cc2)n1
(24) CCC(C)NC(=O)CCc1c(C)nc2nc(-c3cc(OC)cc(OC)c3)nn2c1C (stereo not drawn)
Assay by compound,17,18,19,20,21,22,23,24
GSK3B inh,-2,-2,3,-1,12,-2,0,1
HSP90 inh,9,8,2,4,1,4,-2,1
Dyrk1A ADPGlo,-7,-4,-13,8,0,3,2,2
Platelet DG rel,-1,9,-3,1,-12,-1,7,5
HSF-1 act,-15,25,6,7,-12,-14,13,-16
AI-2 QS mod,6,7,-1,-2,28,16,23,-2
HDAC3 inhib,0,3,-3,11,-1,2,.,1
GSK3A inh,-2,3,3,-4,1,-2,.,-4
PolyA inh,i,i,i,i,i,i,i,i
HSF1 inhib,2,-1,1,-4,-26,-5,2,-2

(25) CCCCn1c(-c2ccccc2)nc2c(=O)n(C)c(=O)[nH]c21
(26) CCCn1nnnc1SCC(=O)N1CCCCC1
(27) CC(Oc1ccc2c3c(c(=O)oc2c1)CCCC3)C(=O)NCCN1CCOCC1 (stereo not drawn)
(28) Cc1ccccc1CNC(=O)C1CCC(=O)N(Cc2cccc(F)c2)C1 (stereo not drawn)
(29) Cn1ncc(C#N)c1/N=C/N1CCCCCC1
(30) Nc1nc(NCCCN2CCOCC2)nc(NCc2ccccc2)c1[N+](=O)[O-]
(31) CC1CCC(NC(=O)CN2C(=O)COc3ccc(S(=O)(=O)N4CCCC4)cc32)CC1 (stereo not drawn)
(32) CC(C)COC(=O)C1C2C=CC3(CN(C(C)c4ccc(Br)cc4)C(=O)C13)O2 (stereo not drawn)
Assay by compound,25,26,27,28,29,30,31,32
GSK3B inh,-4,1,-3,.,-5,-48,1,3
HSP90 inh,2,-2,-4,2,-1,2,-3,-1
Dyrk1A ADPGlo,-5,-4,0,-2,-3,26,.,-3
Platelet DG rel,-45,2,-4,-2,1,-2,-7,1
HSF-1 act,12,5,0,4,-1,39,-7,6
AI-2 QS mod,-3,4,11,39,4,11,3,21
HDAC3 inhib,-72,2,-15,-2,-1,4,0,-3
GSK3A inh,-2,0,1,0,4,24,3,.
PolyA inh,i,i,i,i,i,i,i,i
HSF1 inhib,3,2,1,-2,-6,7,0,12

(33) CC(O)C(NS(=O)(=O)c1ccc(Cl)cc1)C(=O)OCc1nnc(-c2ccccc2)o1 (stereo not drawn)
(34) O=C(c1cccc(S(=O)(=O)Nc2ccc(Br)cc2)c1)N1CCCC1
(35) O=C(NCCSc1ccc(Cl)cc1)c1ccco1
(36) COc1ccc(-n2nnnc2SCC(=O)c2cccc(OC)c2)cc1
(37) CC(NS(=O)(=O)c1ccccc1)C(c1cccs1)N1CCOCC1 (stereo not drawn)
(38) COc1ccc(C(=O)c2no[n+]([O-])c2C(=O)c2ccc(OC)cc2)cc1
(39) CCOC(=O)N1CCN(c2cc(N)c([N+](=O)[O-])cc2F)CC1
(40) COCCNC(=O)CCC1CCN(C/C=C/c2ccccc2OC)CC1
Assay by compound,33,34,35,36,37,38,39,40
GSK3B inh,-2,-1,-1,1,2,0,-4,-1
HSP90 inh,-2,.,-4,7,1,5,0,6
Dyrk1A ADPGlo,4,7,9,-4,-7,4,-2,.
Platelet DG rel,-2,2,0,-5,11,2,-1,-5
HSF-1 act,7,2,-5,6,-14,2,12,7
AI-2 QS mod,11,16,-6,3,21,?,13,18
HDAC3 inhib,3,-3,-1,10,.,5,-2,0
GSK3A inh,6,0,-1,1,-1,0,-2,2
PolyA inh,i,i,.,i,i,i,i,i
HSF1 inhib,-7,-2,-8,6,-4,14,1,0

(41) CS(=O)(=O)NNC(=O)Cn1nnc(-c2ccc(OCc3ccccc3Cl)cc2)n1
(42) C/C(Cc1ccccc1)=N\NC(=O)CNC(=O)c1ccc(F)cc1
(43) COc1ccc2c(c1)[nH]c1c(=O)n(CCCn3ccnc3)cnc12
(44) COc1ccc(C(=O)C(C)[n+]2ccc(-c3nnc4n3CCCCC4)cc2)cc1 (stereo not drawn)
(45) Cc1c(/C=C/C(=O)c2ccc(C(C)C)cc2)cnn1C
(46) CCC(C)(C)NC(=O)C(c1ccc(OC)cc1)N(C(=O)CCC(=O)Nc1cc(C)on1)C(C)(C)C (stereo not drawn)
(47) CC(C)OC(=O)C1CC=CCC1C(=O)Nc1ccc(Cl)cc1 (stereo not drawn)
(48) CCCCOC(=O)Nc1nc(C)c(C(=O)OCC)s1
Assay by compound,41,42,43,44,45,46,47,48
GSK3B inh,1,1,-1,2,1,1,0,-8
HSP90 inh,.,-2,-4,2,-5,2,-2,-3
Dyrk1A ADPGlo,-1,0,19,.,-1,-7,.,3
Platelet DG rel,-16,-1,-1,-4,-7,11,12,-1
HSF-1 act,-4,2,6,-5,22,17,1,-7
AI-2 QS mod,-5,17,-1,15,27,17,-9,15
HDAC3 inhib,-3,2,2,0,1,5,-1,4
GSK3A inh,-3,-3,15,-1,7,-2,-6,-1
PolyA inh,i,i,i,i,i,i,i,i
HSF1 inhib,2,0,-9,-1,15,13,-1,7

Entries of single compounds, quoted from the list:
Results for COc1ccc2c(c1)[nH]c1c(=O)n(CCCn3ccnc3)cnc12 → GSK3B inh: -1; HSP90 inh: -4; Dyrk1A ADPGlo: 19; Platelet DG rel: -1; HSF-1 act: 6; AI-2 QS mod: -1; HDAC3 inhib: 2; GSK3A inh: 15; PolyA inh: i; HSF1 inhib: -9
Results for CS(=O)(=O)NNC(=O)Cn1nnc(-c2ccc(OCc3ccccc3Cl)cc2)n1 → GSK3B inh: 1; HSP90 inh: .; Dyrk1A ADPGlo: -1; Platelet DG rel: -16; HSF-1 act: -4; AI-2 QS mod: -5; HDAC3 inhib: -3; GSK3A inh: -3; PolyA inh: i; HSF1 inhib: 2
Results for CCC(C)(C)NC(=O)C(c1ccc(OC)cc1)N(C(=O)CCC(=O)Nc1cc(C)on1)C(C)(C)C (stereo not drawn) → GSK3B inh: 1; HSP90 inh: 2; Dyrk1A ADPGlo: -7; Platelet DG rel: 11; HSF-1 act: 17; AI-2 QS mod: 17; HDAC3 inhib: 5; GSK3A inh: -2; PolyA inh: i; HSF1 inhib: 13

Next structures follow:
(49) COc1ccc(S(=O)(=O)N2CCOC23CCN(C(=O)c2ccccc2OC)CC3)cc1
(50) c1ccc(CSc2ncn[nH]2)nc1
(51) CCN(CC)CC(=O)N1CCCC(N2CCN(c3cccc(C(F)(F)F)c3)CC2)C1 (stereo not drawn)
(52) CCOc1ccc(C2C(C(=O)c3ccco3)=C(O)C(=O)N2Cc2cccnc2)cc1 (stereo not drawn)
(53) Cc1ccc(NC(=O)CN(C)S(=O)(=O)c2cccs2)cc1F
(54) O=C(O)C1CC=CCC1C(=O)Nc1ccc2c(c1)OCCO2 (stereo not drawn)
(55) Cc1nc2ccc(F)cc2cc1C(=O)Nc1cccc(Cl)c1C
(56) Cc1ccc2nc3c(c(Nc4cccc(O)c4)c2c1)CCC3
(57) N#CC(C(=O)c1ccco1)c1ccccn1 (stereo not drawn)
Assay by compound,49,50,51,52,53,54,55,56,57
GSK3B inh,0,0,2,3,-6,-2,-2,0,-3
HSP90 inh,.,5,-2,3,-2,38*,0,2,0
Dyrk1A ADPGlo,18,1,2,3,-2,8,-6,9,13
Platelet DG rel,2,-1,-2,2,12,-1,-7,7,12
HSF-1 act,16,.,-1,11,14,-68,-10,7,31
AI-2 QS mod,-4,30,-3,30,10,9,20,22,18
HDAC3 inhib,-5,0,2,-5,-10,-1,?,-1,3
GSK3A inh,-1,7,-6,-6,-1,-24,-2,0,1
PolyA inh,i,i,i,i,i,i,i,i,i
HSF1 inhib,-1,.,-1,6,6,-62*,-3,-14,0

Screening data from PubChem.
